Screening results deposited in PubChem BioAssay by NMMLSC.
AGP1 TOR yeast – modulators of AGP1-GFP expression in yeast TOR pathway, primary screen, cell-based, multiplex flow cytometry, S. cerevisiae, MLPCN library. AID 2066, 2009. hit rate 0.02% among 320,000. GFP response vs DMSO, % at 10 µM. 3 h; GFP as percent of DMSO wells;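 active = GFP response relative to DMSO above a set limit, near screen average plus 3 SD, cut at about 150% in these data; inconclusive = fewer than 70 cells counted for the yeast strain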;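 note: median GFP channel fluorescence of the gated AGP1 strain per well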
LAP4-GFP MLPCN – modulators of LAP4-GFP expression in yeast, primary screen, S. cerevisiae, multiplex flow cytometry, MLPCN library. hit rate 0.34% among 320,000. AID 2023, 2009. 3 h; median GFP as percent of DMSO wells. GFP response vs DMSO, % at 10 µM;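 active = GFP response vs DMSO above a set limit, about the screen mean plus 3 SD, cut at about 150% in these data; inconclusive = under 70 cell events counted for the yeast strain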
VLA-4 inh – inhibition in human VLA-4 binding assay, primary screen, VLA-4 allosteric modulator project, MLPCN library, flow cytometry, VLA-4 expressing cells | Integrin alpha-4 (Homo sapiens), P13612 | ligand binding flow cytometry | inhibition, % (about 7 µM as worked out from the volumes in the protocol) | hit rate 0.2% among 330,000 | AID 2557, 2010; in the data active = inhibition above about 50%
Target sequence (P13612 whole entry, looked up): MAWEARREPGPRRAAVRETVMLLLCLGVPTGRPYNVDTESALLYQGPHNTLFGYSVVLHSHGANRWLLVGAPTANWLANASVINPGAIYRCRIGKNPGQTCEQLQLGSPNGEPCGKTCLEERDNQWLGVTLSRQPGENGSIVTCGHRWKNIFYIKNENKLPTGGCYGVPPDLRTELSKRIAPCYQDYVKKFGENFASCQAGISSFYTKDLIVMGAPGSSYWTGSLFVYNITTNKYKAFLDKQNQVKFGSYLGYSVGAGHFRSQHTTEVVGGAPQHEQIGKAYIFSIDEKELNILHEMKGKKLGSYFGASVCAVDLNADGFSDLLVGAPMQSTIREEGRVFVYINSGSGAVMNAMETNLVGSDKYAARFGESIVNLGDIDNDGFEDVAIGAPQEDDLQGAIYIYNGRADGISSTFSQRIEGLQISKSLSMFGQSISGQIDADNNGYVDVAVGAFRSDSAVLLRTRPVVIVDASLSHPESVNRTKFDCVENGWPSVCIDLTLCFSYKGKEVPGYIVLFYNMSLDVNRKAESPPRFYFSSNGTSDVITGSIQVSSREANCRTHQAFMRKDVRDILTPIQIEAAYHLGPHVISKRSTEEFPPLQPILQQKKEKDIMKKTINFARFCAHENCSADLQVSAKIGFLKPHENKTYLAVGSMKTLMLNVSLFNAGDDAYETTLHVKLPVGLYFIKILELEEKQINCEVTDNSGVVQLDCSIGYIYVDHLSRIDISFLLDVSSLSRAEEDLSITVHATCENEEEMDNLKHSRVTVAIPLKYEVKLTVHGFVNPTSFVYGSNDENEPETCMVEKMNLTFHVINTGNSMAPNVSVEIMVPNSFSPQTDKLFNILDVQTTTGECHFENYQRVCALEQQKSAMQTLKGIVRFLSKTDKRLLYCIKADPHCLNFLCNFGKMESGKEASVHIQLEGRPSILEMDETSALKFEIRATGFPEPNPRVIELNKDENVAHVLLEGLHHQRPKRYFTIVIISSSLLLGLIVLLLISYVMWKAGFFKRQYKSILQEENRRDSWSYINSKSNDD
GRK2 aptamer HTS – compounds blocking aptamer binding on GRK2 – biochemical, human GRK2, bead flow cytometry, HTS, primary screen. Beta-adrenergic receptor kinase 1 (Homo sapiens), P25098. FAM-aptamer displacement from GRK2. inhibition of aptamer binding, % at 10 µM. hit rate 0.59% among 330,000. AID 488847, 2010;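 active = inhibition of aptamer binding above 40%, roughly 3 SD of noise, on plates passing a quality check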;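 note: median bead fluorescence of bound FAM aptamer so fluorescent compounds give negative values; no value below 0 was filed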
RPL19A-GFP yeast – RPL19A-GFP expression modulators in yeast, primary screen, cell-based, S. cerevisiae, multiplex flow cytometry, MLPCN. S. cerevisiae RPL19A-GFP strain, 3 h; hits give low values. percent response vs DMSO, % at 10 µM. AID 2025, 2009. hit rate 0.3% among 330,000;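 active = percent response vs DMSO below 50%; inconclusive = fewer than 70 events counted for the yeast strain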;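 note: median channel GFP fluorescence of the barcoded RPL19A-GFP strain; ratio of sample median GFP to plate DMSO average so 100% = DMSO; lower means less RPL19A-GFP as with rapamycin TOR inhibition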
Yeast superoxide – reduction of superoxide in aged yeast, primary screen, HTS; superoxide response (% of plate mean), % at 10 µM; S. cerevisiae aged cells, superoxide DHE fluorescence; hits give low values; AID 2690, 2010; hit rate 0.18% among 330,000;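 active = superoxide response under a set limit, about three screen SD below normal, cut at about 65% in these data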;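 note: yeast aged for seven days with compound at 30 °C before DHE staining; 100% = average MFI of all compound-treated wells on the plate with controls excluded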
CIT2-GFP yeast – modulators of CIT2-GFP expression in yeast, primary screen, S. cerevisiae, GFP fusion, multiplex flow cytometry, MLPCN library; GFP response vs DMSO, % at 10 µM; S. cerevisiae CIT2-GFP strain, 3 h; 100 means same as DMSO wells; AID 2029, 2009; hit rate 0.065% among 320,000;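 active = GFP response relative to DMSO above a set limit, near the screen mean plus 3 SD, cut at about 150% in these data; inconclusive = Fewer than 70 cells measured for a yeast strain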;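 note: ratio of well median GFP fluorescence to mean of DMSO wells on the plate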
MEP2-GFP yeast – modulators of MEP2-GFP levels in yeast, primary screen, S. cerevisiae, multiplex flow cytometry, MLPCN library; hit rate 0.51% among 330,000; GFP response vs DMSO, % at 10 µM; S. cerevisiae MEP2-GFP strain, 3 h; 100% = DMSO control level;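 active = GFP response versus DMSO above a set limit, roughly screen mean plus 3 SD, cut at about 180% in these data; inconclusive = fewer than 70 cells counted for a yeast strain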;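 note: median GFP fluorescence of the barcode-gated MEP2-GFP cells per well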
Starred values were filed as active, the others as inactive; ? = inconclusive; . = not tested or not shown; [ ] = another dose, or the depositor's remark.

Below each SMILES – AGP1 TOR yeast | LAP4-GFP MLPCN | VLA-4 inh | GRK2 aptamer HTS | RPL19A-GFP yeast | Yeast superoxide | CIT2-GFP yeast | MEP2-GFP yeast
Cn1c(SCC(=O)NNC(=O)Cc2ccccc2)nnc1-c1ccccc1
  100 | 95 | 13 | 0 | 106 | 98 | 102 | 105
COc1ccccc1N1C(=O)CC(Sc2nc(C)cc(C)n2)C1=O (stereo unspecified)
  102 | 100 | 0 | 0 | 101 | 111 | 101 | 99
COCC1CCN(Cc2nc(-c3cccs3)no2)C1 (stereo unspecified)
  96 | 103 | 16 | 0 | 100 | 109 | 96 | 102
O=C(O)C1CCC(CNS(=O)(=O)c2ccc(Br)cc2)CC1 (stereo unspecified)
  102[may fluoresce violet] | 92[may fluoresce violet] | 12 | 0 | 102[may fluoresce violet] | 95 | ? | 112[may fluoresce violet]
CN(c1ccc(OC(=O)c2ccc(-n3cncn3)c([N+](=O)[O-])c2)cc1)S(=O)(=O)c1ccccc1
  99 | 101 | -4 | 0 | 103 | 102 | 95 | 102
Cc1ccc(S(=O)(=O)N2CCN(C(=O)COC(=O)c3c(C)cc(C)cc3C)CC2)c(C)c1
  106 | 109 | 3 | 0 | 100 | 89 | 102 | 104
CC(N=C1NS(=O)(=O)c2ccccc21)C(=O)NCc1ccc(F)cc1 (stereo unspecified)
  103 | 103 | 2 | 0 | 94 | 93 | 94 | 92
COc1ccc(OCCC(=O)Nc2ccccc2)cc1
  91 | 98 | 8 | 1 | 100 | 109 | 92 | 97
COc1ccc(C2C(C#N)=C(N)N(N(C)C)C3=C2C(=O)CCC3)cc1 (stereo unspecified)
  81 | 95 | -12 | 2 | 94 | 109 | 102 | 85
CCCCCCn1c(=O)c(F)cn(Cc2ccc(OC)c([N+](=O)[O-])c2)c1=O
  101 | 108 | -6 | 2 | 104 | 108 | 102 | 107
CC(C)(C)c1csc(N/N=C/c2ccc(O)cc2)n1
  100 | 97 | 5 | 1 | 107 | 100 | 101 | 108
Cc1ccc(S(=O)(=O)NCc2ccccc2)cc1
  94 | 83 | 2 | . | 104 | 102 | 104 | 101
O=C(NCCc1cccs1)C1CC1
  113 | 119 | 12 | 0 | 106 | 99 | 113 | 114
CCc1ccc(/C([O-])=C(/C(=S)NCCN2CCOCC2)[n+]2ccccc2)cc1
  100 | 118 | -3 | 72* | 98 | 110 | 82 | 109
C=CCNC(=O)C1CC(=O)N(c2ccc(OCc3ccccc3Cl)cc2)C1 (stereo unspecified)
  105 | 101 | 13 | 0 | 102 | 90 | 102 | 104
O=C(CCC(=O)c1cccs1)OCc1ccc([N+](=O)[O-])cc1
  101 | 112 | 25 | 1 | 101 | 131 | 80 | 105
CNC(=O)c1sc(Nc2cc(C)ccc2C)nc1C
  106 | 98 | 5 | 0 | 102 | 83 | 110 | 99
O=C(Nc1cccc([N+](=O)[O-])c1)Nc1cccc([N+](=O)[O-])c1
  100 | 97 | -1 | 0 | 101 | 88 | 96 | 107
CCOc1cc(S(=O)(=O)n2ccnc2)ccc1Br
  100 | 98 | 3 | 2 | 94 | 96 | 97 | 99
Cc1c(NC(=S)N/N=C/c2cc([N+](=O)[O-])ccc2O)c(=O)n(-c2ccccc2)n1C
  104 | 109 | 1 | 0 | 96 | 97 | 102 | 100
O=C(NCc1cn2ccsc2n1)Nc1ccc(Cl)cc1
  103 | 101 | -1 | 0 | 98 | 96 | 98 | 109
Cc1ccccc1C(=O)OC1OC(=O)C(Cl)=C1Nc1ccc(C(=O)O)cc1 (stereo unspecified)
  99 | 106 | 2 | 0 | 97 | 99 | 98 | 106
COC(=O)c1ccccc1NC(=O)CN1CCc2ccccc2C1
  101 | 93 | 1 | 3 | 99 | 94 | 102 | 101
CCc1ccc(C(=O)N/N=C(\C)c2ccncc2)s1
  ? | ? | 6 | 0 | 82[may fluoresce violet] | 103 | ? | ?
CCc1nnc(NC(=O)C2CCCN2C(=O)Nc2ccc(Cl)cc2)s1 (stereo unspecified)
  103 | 101 | 12 | 3 | 100 | 96 | 100 | 103
CC(OC(=O)C1CSC2(c3ccc(F)cc3)CCC(=O)N12)C(=O)NC(N)=O (stereo unspecified)
  98 | 105 | 5 | 2 | 92 | 96 | 93 | 94
COc1ccc2c(c1)oc1c(SCc3nc4ccccc4[nH]3)nc(C)nc12
  90 | 117 | -6 | 0 | 86 | 95 | 85 | 89
CCc1ccc(N2C(=O)C3C(C2=O)N2CCCN2C3c2ccccc2)cc1 (stereo unspecified)
  103 | 102 | -3 | 0 | 107 | 90 | 96 | 108
COc1cccc(NC(=O)c2ccccc2Oc2ccccc2)c1
  97 | 84 | 5 | 2 | 107 | 106 | 109 | 108
Cc1cc(C(=O)NC2CCCN(Cc3ccc(Cl)cc3)C2)c(C)o1 (stereo unspecified)
  91 | 80 | -12 | 0 | 95 | 99 | 108 | 94
O=C(OCc1ccccc1F)c1cc([N+](=O)[O-])ccc1N1CCOCC1
  102 | 114 | -7 | 1 | 97 | 102 | 93 | 97
O=C(c1ccc2c(c1)OCO2)C1CCCN(C(=O)C2CCOCC2)C1 (stereo unspecified)
  100 | 91 | -10 | 0 | 99 | 104 | 97 | 100
C=CCn1c(SCc2cccnc2)nnc1-c1ccncc1
  89 | 100 | 1 | 0 | 97 | 74 | 105 | 111
Cc1ccc(-c2ccc(/C=N\NC(=O)c3cc4c(ccc5ccccc54)o3)o2)cc1[N+](=O)[O-]
  99 | 98 | 17 | 0 | 99 | 97 | 99 | 103
Cc1ccc(CN2CCN(Cc3ccc4c(c3)OCCO4)CC2CCO)cc1 (stereo unspecified)
  104 | 97 | -3 | 1 | 97 | 100 | 104 | 96
COC(=O)c1ccc(/C=N\NC(=O)c2ccc(C)cc2Cl)cc1
  102 | 109 | 8 | 1 | 95 | 106 | 96 | 99
CCC1=C(OC(=O)N(CC)CC)N2C(=O)OC(=NCC3CC3)[C@]2(Cc2ccccc2)[C@H]2C1=CC[C@H]1C(=O)N(CC(=O)OC)C(=O)[C@H]12
  95 | 94 | -2 | 5 | 96 | 97 | 91 | 100
CCCCSc1nc2sc3c(c2c(=O)n1-c1ccccc1)CCN(C)C3
  85 | 103 | -4 | 2 | 99 | 90 | 94 | 103
COc1ccccc1CNC(=O)C1CCC(CNS(=O)(=O)c2cccc3cccnc23)CC1 (stereo unspecified)
  97 | 96 | 5 | 0 | 101 | 91 | 101 | 117
O=S(=O)(NC1CCSc2ccccc21)c1ccc(Cl)nc1 (stereo unspecified)
  83 | 78 | 5 | 0 | 92 | 102 | 101 | 92
COc1ccc(C(=O)NCc2nnc(SC)n2Cc2ccccc2)cc1
  102 | 105 | 4 | 0 | 89 | 112 | 95 | 101
COc1cccc2cc(CC(=O)c3ccc(C)cc3C)c(=O)oc12
  99 | 122 | -1 | 2 | 101 | 109 | 94 | 111
COc1ccc(/C=N/NC(=O)c2nnn(-c3nonc3N)c2CN(C)c2ccccc2)cc1
  104 | 101 | -118 | 1 | 98 | 100 | 94 | 104
CC1(C)CC(=O)c2cc(NC(=O)c3ccccc3)c(=O)oc2C1
  107 | 110 | 7 | 0 | 100 | 111 | 104 | 102
CCCC(=O)Nc1ccccc1-c1nnc(SCC)[nH]c1=O
  95 | 98 | -4 | 1 | 97 | 97 | 92 | 91
CC1COC(c2cccn2Cc2ccccc2Cl)=N1 (stereo unspecified)
  102 | 96 | -13 | 0 | 100 | 105 | 108 | 104
O=C(CN1N=C(c2ccc(Cl)cc2)CCC1=O)NCc1cccs1
  98 | 100 | 3 | 0 | 105 | 116 | 92 | 107
O=C(Nc1ccccc1)C(=O)c1cn(CC(=O)N2CCCCC2)c2ccccc12
  95 | 101 | 8 | 2 | 102 | 117 | 94 | 97
O=C(COc1ccccc1)Nc1cc(S(=O)(=O)N2CCOCC2)ccc1N1CCCC1
  94 | 98 | 28 | 0 | 102 | 92 | 98 | 99
CC(=O)N1CCCc2cc(S(=O)(=O)N3CCCC(C(=O)NCc4ccc(C)cc4)C3)ccc21 (stereo unspecified)
  101 | 97 | 4 | 1 | 101 | 95 | 110 | 103
Cc1cccc(C)c1-n1c(C)nn(CC#N)c1=O
  96 | 99 | 8 | 2 | 108 | 107 | 104 | 103
CCCC(=O)Nc1ccccc1NC(=O)c1ccc(OCC)c(OCC)c1
  99 | 100 | 4 | 5 | 99 | 110 | 103 | 103
CC(=O)NC(c1ccc2ccccc2c1)c1ccc2cccnc2c1O (stereo unspecified)
  99 | 87 | -4 | 1 | 102 | 84 | 113 | 103
CCCCc1nnc(NC(=O)C(C)Sc2nc(O)c(Cc3ccccc3)c(=O)[nH]2)s1 (stereo unspecified)
  101 | 102 | 0 | 2 | 97 | 101 | 97 | 100
COc1ccc(CCNC2=NCC(C)S2)cc1 (stereo unspecified)
  100 | 93 | 10 | 3 | 98 | 99 | 106 | 98
Cc1onc(-c2ccccc2)c1-c1n[nH]c(=S)n1-c1ccccc1
  100 | 89 | 0 | 3 | 102 | 99 | 101 | 104
O=C(NCCN1CCCCC1)Nc1cccc(Cl)c1Cl
  103 | 100 | 3 | 0 | 103 | 100 | 104 | 108
O=C1CCCCC1Sc1nnc(Cc2cccs2)n1CCc1ccccc1 (stereo unspecified)
  92 | 94 | -4 | 4 | 94 | 107 | 86 | 98
CCCCNC(=O)CSc1nnc(NC(C)=O)s1
  106 | 102 | 0 | 0 | 105 | 90 | 106 | 104
COc1cc(-c2nnc(SCC(=O)N(C)C3CCS(=O)(=O)C3)o2)cc(OC)c1OC (stereo unspecified)
  97 | 92 | 5 | 3 | 94 | 87 | 87 | 90

Following part
Below each SMILES – AGP1 TOR yeast | LAP4-GFP MLPCN | VLA-4 inh | GRK2 aptamer HTS | RPL19A-GFP yeast | Yeast superoxide | CIT2-GFP yeast | MEP2-GFP yeast
O=C(Oc1ccc2c(c1)CCC2)N1CCOCC1
  104 | 102 | -8 | 0 | 101 | 88 | 106 | 100
CCOC(=O)C1=C(c2ccccc2)OC(N)=C(C#N)C1c1ccc(Br)s1 (stereo unspecified)
  103 | 100 | -4 | 0 | 105 | 95 | 98 | 107
CCN(CC)S(=O)(=O)c1ccc(N(C)C)c(NC(=O)CSCc2c(C)noc2C)c1
  106 | 103 | 2 | 0 | 103 | 102 | 101 | 107
COc1ccccc1Cn1c(=S)[nH]c2cc(C(=O)N3CCN(c4ccccc4OC)CC3)ccc2c1=O
  111 | 104 | -1 | 0 | 107 | 81 | 110 | 111
CCNc1nc(N2CCCCC2)nc(-n2nnc(C(=O)OCC)c2C)n1
  94 | 102 | 5 | 0 | 99 | 94 | 99 | 99
CN1CCN(C(=O)CCc2ncc(C(F)(F)F)cc2Cl)CC1
  98 | 96 | 9 | 2 | 98 | 114 | 88 | 97
